Screening data deposited in PubChem by several laboratories.
LAP4-GFP MLPCN: modulators of LAP4-GFP expression in yeast, primary screen, S. cerevisiae, multiplex flow cytometry, MLPCN library; 3 h; median GFP as percent of DMSO wells; GFP response vs DMSO, % at 10 µM; 320,000 tested, 0.34% active; AID 2023, 2009;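 active = GFP response vs DMSO above a set limit, about the screen mean plus 3 SD, cut at about 150% in these data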
RPL19A TOR yeast: RPL19A-GFP expression modulators in yeast, primary screen, cell-based, S. cerevisiae, multiplex flow cytometry, MLPCN; AID 2025, 2009; 330,000 tested, 0.3% active; S. cerevisiae RPL19A-GFP strain, 3 h; hits give low values; percent response vs DMSO, % at 10 µM;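 active = percent response vs DMSO below 50%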;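 also: median channel GFP fluorescence of the barcoded RPL19A-GFP strain; ratio of sample median GFP to plate DMSO average so 100% = DMSO; lower means less RPL19A-GFP as with rapamycin TOR inhibition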
MEP2-GFP yeast: modulators of MEP2-GFP levels in yeast, primary screen, S. cerevisiae, multiplex flow cytometry, MLPCN library | AID 2016, 2009 | 330,000 tested, 0.51% active | S. cerevisiae MEP2-GFP strain, 3 h; 100% = DMSO control level | GFP response vs DMSO, % at 10 µM;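 active = GFP response versus DMSO above a set limit, roughly screen mean plus 3 SD, cut at about 180% in these data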;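 also: median GFP fluorescence of the barcode-gated MEP2-GFP cells per well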
AHR act: AHR activators, primary screen, cell-based, luminescence, luciferase reporter, human. Aryl hydrocarbon receptor (Homo sapiens), P35869. AHR-responsive luciferase reporter cells. activation, % at 5 µM. 320,000 tested, 2.5% active. AID 2796, 2010; in the data active = activation above about 47%;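 also: 0% = vehicle wells and 100% = reference agonist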
Target sequence (P35869 whole entry, looked up): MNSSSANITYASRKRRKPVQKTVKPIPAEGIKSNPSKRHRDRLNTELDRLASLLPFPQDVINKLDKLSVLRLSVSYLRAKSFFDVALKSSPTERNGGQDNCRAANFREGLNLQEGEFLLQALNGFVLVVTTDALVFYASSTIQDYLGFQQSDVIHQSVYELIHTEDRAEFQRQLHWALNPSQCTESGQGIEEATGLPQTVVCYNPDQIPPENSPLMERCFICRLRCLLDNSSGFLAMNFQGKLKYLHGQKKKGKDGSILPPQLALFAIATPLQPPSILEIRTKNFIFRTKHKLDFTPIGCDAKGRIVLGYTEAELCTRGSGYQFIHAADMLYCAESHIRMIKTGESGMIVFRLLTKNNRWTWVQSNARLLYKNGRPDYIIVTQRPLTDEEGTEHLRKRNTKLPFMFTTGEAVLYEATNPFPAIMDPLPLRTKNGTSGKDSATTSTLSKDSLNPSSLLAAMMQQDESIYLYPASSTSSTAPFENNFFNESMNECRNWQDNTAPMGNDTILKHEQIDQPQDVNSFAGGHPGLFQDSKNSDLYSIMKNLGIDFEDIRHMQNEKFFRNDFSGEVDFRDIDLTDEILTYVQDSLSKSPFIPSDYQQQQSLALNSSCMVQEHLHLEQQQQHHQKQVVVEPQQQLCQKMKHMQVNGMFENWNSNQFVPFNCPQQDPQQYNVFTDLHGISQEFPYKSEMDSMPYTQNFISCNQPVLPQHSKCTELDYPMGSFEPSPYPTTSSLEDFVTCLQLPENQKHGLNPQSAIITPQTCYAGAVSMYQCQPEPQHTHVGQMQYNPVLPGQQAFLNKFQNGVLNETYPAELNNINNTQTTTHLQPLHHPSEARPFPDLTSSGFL
AGP1-GFP MLPCN: modulators of AGP1-GFP expression in yeast TOR pathway, primary screen, cell-based, multiplex flow cytometry, S. cerevisiae, MLPCN library | 3 h; GFP as percent of DMSO wells | GFP response vs DMSO, % at 10 µM | 320,000 tested, 0.02% active | AID 2066, 2009;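 active = GFP response relative to DMSO above a set limit, near screen average plus 3 SD, cut at about 150% in these data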;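 also: median GFP channel fluorescence of the gated AGP1 strain per well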
CR mimetic SO: reduction of superoxide in aged yeast, primary screen, HTS; S. cerevisiae aged cells, superoxide DHE fluorescence; hits give low values; superoxide response (% of plate mean), % at 10 µM; 330,000 tested, 0.18% active;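 active = superoxide response under a set limit, about three screen SD below normal, cut at about 65% in these data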;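 also: yeast aged for seven days with compound at 30 °C before DHE staining; 100% = average MFI of all compound-treated wells on the plate with controls excluded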
CIT2 TOR yeast: modulators of CIT2-GFP expression in yeast, primary screen, S. cerevisiae, GFP fusion, multiplex flow cytometry, MLPCN library; S. cerevisiae CIT2-GFP strain, 3 h; 100 means same as DMSO wells; GFP response vs DMSO, % at 10 µM; 320,000 tested, 0.065% active;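 active = GFP response relative to DMSO above a set limit, near the screen mean plus 3 SD, cut at about 150% in these data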;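 also: ratio of well median GFP fluorescence to mean of DMSO wells on the plate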
Efflux pump inh: inhibitors of Candida efflux pumps in yeast, primary screen, S. cerevisiae, Nile Red, multiplex; S. cerevisiae Candida pump triplex; inhibition, % at 10 µM; 330,000 tested, 0.44% active; AID 485275, 2010;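 active = plate passing quality check with inhibition over a set limit, or well fluorescence over plate mean plus 4 SD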;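 also: Nile Red retained in pooled yeast measured as flow cytometry median fluorescence; 0% = buffer negative control and 100% = Enniatin B positive control; higher means more Nile Red kept so more efflux inhibition; some compounds called inactive have numbers as strong as hits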
* = called active by the depositor; nt = no result given.

| Structure | LAP4-GFP MLPCN | RPL19A TOR yeast | MEP2-GFP yeast | AHR act | AGP1-GFP MLPCN | CR mimetic SO | CIT2 TOR yeast | Efflux pump inh |
| --- | --- | --- | --- | --- | --- | --- | --- | --- |
| Cc1ccc(NC(=O)c2c(-c3ccccc3Cl)noc2C)nc1 | 126 | 101 | 99 | 5 | 106 | 107 | 104 | 0.0 |
| CC(=O)c1ccc(NC(=O)c2cc(-c3cccs3)on2)cc1 | 89 | 103 | 102 | 0 | 96 | 100 | 87 | 0.5 |
| CC(C)CNC(=O)C1CCN(c2ccc(S(=O)(=O)N3CCOCC3)cc2[N+](=O)[O-])CC1 | 106 | 96 | 99 | 3 | 108 | 109 | 103 | -0.1 |
| CN(C)CCN(C(=O)C1=COCCO1)c1nc2ccc(F)cc2s1 | 79 | 97 | 97 | 9 | 91 | 94 | 101 | -4.7 |
| COC(=O)C1=C(NC(=O)c2cccc(OC)c2)CCS1 | 85 | 82 | 86 | 5 | 76 | 92 | 77 | -0.1 |
| O=[N+]([O-])c1ccc(-c2c(-c3ccccc3)ncc3ccc(F)cc23)cc1 | 89 | 98 | 99 | 3 | 75 | 76 | 104 | -0.2 |
| CC(C)(C)c1ccc(CSc2nc(N)cc(=O)[nH]2)cc1 | 93 | 99 | 101 | 9 | 91 | 124 | 91 | 0.0 |
| COCC(C)NC(=O)c1cc2cccc([N+](=O)[O-])c2[nH]1 (configuration not stated) | 110 | 87 | 82 | 23 | 77 | 106 | 65 | -0.1 |
| O=C1c2cccc(OCC(=O)N3CCCc4ccccc43)c2CCN1Cc1ccc(F)cc1 | 92 | 105 | 97 | 2 | 99 | 103 | 98 | 0.0 |
| Cc1ccc(C(=O)NNC(=O)CSc2nnc3ccccn23)cc1 | 108 | 100 | 104 | -1 | 108 | 101 | 101 | 0.0 |
| COc1cccc(-c2nn(-c3ccc(C)cc3)cc2C(=O)N(C)CC(=O)Nc2cccc(F)c2)c1 | 100 | 100 | 100 | 1 | 94 | 94 | 91 | -0.2 |
| COC(=O)c1c(C)[nH]c(C(=O)COC(=O)c2c(C)noc2C)c1C | 100 | 98 | 98 | 0 | 95 | 118 | 92 | -0.1 |
| COc1ccc(Cn2c(-c3ccc(C)cc3)nc3c(c(=O)c4ccccc4n3C)c2=O)cc1 | 91 | 108 | 101 | 1 | 101 | 110 | 100 | 0.5 |
| Cc1cccc(CN2C(=O)N/C(=C/c3ccc(C)s3)C2=O)c1 | 115 | 110 | 119 | 14 | 105 | 101 | 115 | 0.1 |
| CNc1ccc(Br)cc(C(=O)/C=C/c2ccc(OC)cc2OC)c1=O | 95 | 98 | 105 | 23 | 93 | 85 | 92 | 0.5 |
| CC(C)c1ccc(/C=N/NC(=O)c2c(Cl)cnn2C)cc1 | 97 | 102 | 97 | 12 | 100 | 106 | 104 | -5.8 |
| CCCc1cc(=O)n2[nH]c(-c3ccc(C)cc3)cc2n1 | 94 | 99 | 93 | 69* | 100 | 91 | 98 | 0.0 |
| Oc1ccc2ccccc2c1CN1CCN(c2ccccc2)CC1 | 101 | 103 | 104 | 14 | 108 | 100 | 107 | -0.4 |
| Fc1ccc(-c2ccc(/C=N/n3cnnc3)o2)cc1 | 85 | 91 | 104 | 3 | 89 | 98 | 88 | -0.2 |
| CCOc1cccc(-c2nnc(SCC(=O)NC3CC3)n2C)c1 | 111 | 99 | 105 | -2 | 100 | 101 | 99 | 0.3 |
| OC[C@H]1O[C@@H](Oc2ccc3cc(Br)ccc3c2)[C@H](O)[C@@H](O)[C@H]1O | 99 | 98 | 98 | 0 | 98 | 93 | 98 | -0.1 |
| COc1cc(NC(=O)C2CC(=O)NC3=C2C(=O)CCC3)c(OC)cc1Cl (configuration not stated) | 98 | 96 | 107 | -1 | 100 | 93 | 108 | 0.1 |
| COC(=O)c1cnn(-c2cc(Oc3ccccc3)ncn2)c1N | 81 | 87 | 89 | 4 | 81 | 113 | 82 | 0.2 |
| COc1ccc(S(=O)(=O)NC2CC(C)(C)NC(C)(C)C2)cc1C(C)C | 110 | 94 | 94 | 1 | 104 | 96 | 88 | 0.0 |
| CC(C)CNC(=O)C1CCN(S(=O)(=O)c2ccc(-n3cnnn3)cc2)CC1 | 96 | 102 | 105 | 0 | 104 | 91 | 104 | -0.1 |
| CCOC(=O)c1c(NC(=O)CSc2nnc(-c3ccccc3C)n2C)sc(C(C)=O)c1C | 99 | 97 | 100 | -1 | 98 | 106 | 100 | 0.0 |
| COc1ccc(CNC(=O)CSc2nnc(NC(=O)C3CC3)s2)cc1 | 93 | 94 | 98 | -1 | 97 | 101 | 91 | 0.3 |
| O=C(CCc1nc2ccccc2c(=O)[nH]1)NNC(=O)COc1ccccc1Cl | 88 | 91 | 96 | 4 | 93 | 95 | 81 | 0.1 |
| COc1ccccc1C(=O)N1CC(=O)Nc2ccc(C)cc2C1c1ccc(F)cc1 (configuration not stated) | 107 | 102 | 99 | 4 | 103 | 90 | 94 | -0.2 |
| CN(C)S(=O)(=O)c1cccc(C(=O)OCC(=O)NCc2ccccc2)c1 | 99 | 104 | 103 | -3 | 107 | 102 | 99 | 0.1 |
| CCCNC(=O)CS(=O)(=O)Cc1nc(-c2ccccc2C)oc1C | 106 | 100 | 111 | -3 | 108 | 78 | 127 | -0.1 |
| CN(C(=O)COC(=O)c1ccccc1OCc1ccc(Cl)cc1)c1c(N)n(Cc2ccccc2)c(=O)[nH]c1=O | 107 | 105 | 109 | 1 | 109 | 103 | 111 | 0.0 |
| COc1ccccc1C(C)NC(=O)C1CCN(S(=O)(=O)c2cccs2)CC1 (configuration not stated) | 99 | 102 | 102 | 0 | 103 | 95 | 94 | -0.5 |
| CCNc1nc(NCC)n2c(SCC(=O)Nc3ccccc3)nnc2n1 | 97 | 101 | 99 | 0 | 100 | 112 | 99 | 0.3 |
| CCN(CC)c1nc(N)c2c(N)nc3c(c2c1C#N)CC(c1ccccc1)O3 (configuration not stated) | 101 | 100 | 103 | 7 | 103 | 71 | 109 | 0.1 |
| O=C(NCCCN1CCOCC1)c1cccc(S(=O)(=O)N2CCN(c3ccccc3)CC2)c1 | 107 | 98 | 103 | -1 | 107 | 96 | 98 | 0.0 |
| O=C1CC(N2CCN(c3ccc(Cl)c(Cl)c3)CC2)C(=O)N1 (configuration not stated) | 101 | 99 | 94 | -2 | 92 | 107 | nt | 0.1 |
| Cc1cccc(NC(=S)NCc2ccccc2Cl)c1C | 91 | 94 | 101 | 10 | 97 | 116 | 96 | -0.3 |
| COc1cc(CNCCO)cc(Br)c1OCc1ccccc1Cl | 108 | 99 | 107 | 6 | 107 | 116 | 97 | -0.4 |
| O=C(CCc1ccccc1)Nc1nc2ccc(S(=O)(=O)N3CCOCC3)cc2s1 | 107 | 98 | 107 | 6 | 105 | 106 | 101 | -0.1 |
| CCc1ccc(NC(=O)CSCc2nc(N)nc(Nc3ccccc3CC)n2)cc1 | 89 | 102 | 100 | 5 | 95 | 103 | 96 | 0.1 |
| Cc1ccc(NC(=O)c2ccnc(C(C)(C)C)c2)cc1 | 97 | 101 | 98 | 28 | nt | 103 | 89 | 0.4 |
| O=C(NCc1ccco1)c1cc2n(n1)C(C(F)(F)F)CC(c1ccc(Cl)c(Cl)c1)N2 (configuration not stated) | 97 | 96 | 99 | 1 | 100 | 115 | 101 | -0.1 |
| O=c1cc(-c2ccc(O)c(O)c2)oc2cc(O[C@@H]3O[C@H](CO)[C@@H](O)[C@H](O)[C@H]3O)cc(O)c12 | 100 | 93 | 100 | -1 | 100 | 92 | 96 | -0.3 |
| COc1ccc(N2C(=O)CCC2=O)c(OC)c1 | 99 | 101 | 100 | -1 | 110 | 99 | 103 | 0.0 |
| Cc1ccc[n+](CC(=O)Nc2ccc(Cl)c([N+](=O)[O-])c2)c1 | 86 | 99 | 99 | 3 | 95 | 104 | 96 | 0.2 |
| Fc1cccc(CN2CCSCC2)c1 | 93 | 105 | 104 | nt | 105 | 101 | 103 | 0.0 |
| c1ccc(CCn2c3ccccc3c3nnc(SCc4ccc5nonc5c4)nc32)cc1 | 96 | nt | 100 | 0 | 95 | 100 | 104 | 0.1 |
| Cc1ccccc1CSc1nc(C(C)(C)C)cc(=O)[nH]1 | 105 | 99 | 98 | 8 | 105 | 100 | 97 | 0.4 |
| CC(C)=CCN1CCN(Cc2ccc(Sc3nncn3C)o2)CC1CCO (configuration not stated) | 90 | 101 | 103 | -2 | 97 | 96 | 97 | 0.0 |
| COc1ccc(NC(=O)CSc2nnc(C)n2C2CCCCC2)cc1 | 94 | 101 | 111 | 0 | 98 | 81 | 100 | 0.1 |
| O=C(COC(=O)CCc1c[nH]c2ccccc12)NCc1ccc(Cl)cc1 | 94 | 99 | 100 | 3 | 99 | 105 | 104 | -4.3 |

Printed as active in AHR act, among the entries above:
smiles	LAP4-GFP MLPCN	RPL19A TOR yeast	MEP2-GFP yeast	AHR act	AGP1-GFP MLPCN	CIT2 TOR yeast	Efflux pump inh
CCCc1cc(=O)n2[nH]c(-c3ccc(C)cc3)cc2n1	94	99	93	69*	100	98	0.0

13 compounds out of the list, arranged by count of non-hydrogen atoms, low to high.
| Structure | LAP4-GFP MLPCN | RPL19A TOR yeast | MEP2-GFP yeast | AHR act | AGP1-GFP MLPCN | CR mimetic SO | CIT2 TOR yeast | Efflux pump inh |
| --- | --- | --- | --- | --- | --- | --- | --- | --- |
| Fc1cccc(CN2CCSCC2)c1 | 93 | 105 | 104 | nt | 105 | 101 | 103 | 0.0 |
| COc1ccc(N2C(=O)CCC2=O)c(OC)c1 | 99 | 101 | 100 | -1 | 110 | 99 | 103 | 0.0 |
| Cc1ccccc1CSc1nc(C(C)(C)C)cc(=O)[nH]1 | 105 | 99 | 98 | 8 | 105 | 100 | 97 | 0.4 |
| O=C1CC(N2CCN(c3ccc(Cl)c(Cl)c3)CC2)C(=O)N1 (configuration not stated) | 101 | 99 | 94 | -2 | 92 | 107 | nt | 0.1 |
| COc1cc(CNCCO)cc(Br)c1OCc1ccccc1Cl | 108 | 99 | 107 | 6 | 107 | 116 | 97 | -0.4 |
| COc1ccc(NC(=O)CSc2nnc(C)n2C2CCCCC2)cc1 | 94 | 101 | 111 | 0 | 98 | 81 | 100 | 0.1 |
| O=C(COC(=O)CCc1c[nH]c2ccccc12)NCc1ccc(Cl)cc1 | 94 | 99 | 100 | 3 | 99 | 105 | 104 | -4.3 |
| CC(C)=CCN1CCN(Cc2ccc(Sc3nncn3C)o2)CC1CCO (configuration not stated) | 90 | 101 | 103 | -2 | 97 | 96 | 97 | 0.0 |
| CCN(CC)c1nc(N)c2c(N)nc3c(c2c1C#N)CC(c1ccccc1)O3 (configuration not stated) | 101 | 100 | 103 | 7 | 103 | 71 | 109 | 0.1 |
| O=C(CCc1ccccc1)Nc1nc2ccc(S(=O)(=O)N3CCOCC3)cc2s1 | 107 | 98 | 107 | 6 | 105 | 106 | 101 | -0.1 |
| CCc1ccc(NC(=O)CSCc2nc(N)nc(Nc3ccccc3CC)n2)cc1 | 89 | 102 | 100 | 5 | 95 | 103 | 96 | 0.1 |
| c1ccc(CCn2c3ccccc3c3nnc(SCc4ccc5nonc5c4)nc32)cc1 | 96 | nt | 100 | 0 | 95 | 100 | 104 | 0.1 |
| O=C(NCCCN1CCOCC1)c1cccc(S(=O)(=O)N2CCN(c3ccccc3)CC2)c1 | 107 | 98 | 103 | -1 | 107 | 96 | 98 | 0.0 |
